TexasRed fluor: Total Fluorescence Counterscreen for Inhibitors of the Interaction of Thyroid Hormone Receptor and Steroid Receptor Coregulator 2. 280,000 tested, 0.29% active. Potency, µM (titrated, usually from 106 µM), for the others: at the highest dose fluorescence change, negative = quenching. AID 1479, 2009. TRb/SRC2 Texas Red total fluorescence interference; active means well fitted curve in either direction with a large enough effect; inconclusive means small, poorly fitted or top-dose-only effect; further: on the % scale 0 is the no-effect control and ±100 the full control effect
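Human TRb ligand-binding domain at 0.6 uM with 20 nM Texas Red SRC2 peptide in Tris buffer containing 1 uM T3 and 5% DMSO, incubated with compound 5 h at ambient temperature. Total fluorescence (555/632 nm) calculated as parallel + 2 × perpendicular.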
Tau fibril ThT: qHTS for Inhibitors of Tau Fibril Formation, Thioflavin T Binding | Microtubule-associated protein tau (Homo sapiens), P10636 | recombinant tau K18 P301L, heparin-induced fibrillization, ThT fluorescence | Potency, µM (titrated, usually from 57.4 µM), without a hit: top-dose activity, negative = inhibition, hits mostly inhibitors | 270,000 tested, 2.1% active | AID 1460, 2008; further: on the % scale 0 is the no-effect control and ±100 the full control effect; nearly all actives have a fitted effect of over 55% in size
Target sequence (P10636 561-689 P618L limits assumed): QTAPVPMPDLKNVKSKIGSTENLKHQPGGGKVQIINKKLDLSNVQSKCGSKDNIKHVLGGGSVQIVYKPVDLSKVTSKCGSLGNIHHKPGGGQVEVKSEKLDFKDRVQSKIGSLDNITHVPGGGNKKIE
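Recombinant human tau K18 fragment […] carrying P301L, 15 uM unlabeled plus 0.24 uM Alexa 594-labeled, was fibrillized with 20 uM heparin in 100 mM sodium acetate pH 7 for 6 hr at 37 C; 30 uM ThT fluorescence read after 1 hr.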
L3MBTL1 inh: qHTS Assay for the Inhibitors of L3MBTL1. Lethal(3)malignant brain tumor-like protein 1 (Homo sapiens), Q9Y468. AID 485360, 2010. AlphaScreen L3MBTL1–H3K9me1 peptide binding. 230,000 tested, 0.66% active. Potency, µM (highest dose often 57.1 µM), inactives show top-dose activity, negative = inhibition, most hits filed as inhibitors; further: on the % scale 0 is the no-effect control and ±100 the full control effect; nearly all actives have a fitted effect of over 60% in size
Target sequence (Q9Y468 whole entry, looked up): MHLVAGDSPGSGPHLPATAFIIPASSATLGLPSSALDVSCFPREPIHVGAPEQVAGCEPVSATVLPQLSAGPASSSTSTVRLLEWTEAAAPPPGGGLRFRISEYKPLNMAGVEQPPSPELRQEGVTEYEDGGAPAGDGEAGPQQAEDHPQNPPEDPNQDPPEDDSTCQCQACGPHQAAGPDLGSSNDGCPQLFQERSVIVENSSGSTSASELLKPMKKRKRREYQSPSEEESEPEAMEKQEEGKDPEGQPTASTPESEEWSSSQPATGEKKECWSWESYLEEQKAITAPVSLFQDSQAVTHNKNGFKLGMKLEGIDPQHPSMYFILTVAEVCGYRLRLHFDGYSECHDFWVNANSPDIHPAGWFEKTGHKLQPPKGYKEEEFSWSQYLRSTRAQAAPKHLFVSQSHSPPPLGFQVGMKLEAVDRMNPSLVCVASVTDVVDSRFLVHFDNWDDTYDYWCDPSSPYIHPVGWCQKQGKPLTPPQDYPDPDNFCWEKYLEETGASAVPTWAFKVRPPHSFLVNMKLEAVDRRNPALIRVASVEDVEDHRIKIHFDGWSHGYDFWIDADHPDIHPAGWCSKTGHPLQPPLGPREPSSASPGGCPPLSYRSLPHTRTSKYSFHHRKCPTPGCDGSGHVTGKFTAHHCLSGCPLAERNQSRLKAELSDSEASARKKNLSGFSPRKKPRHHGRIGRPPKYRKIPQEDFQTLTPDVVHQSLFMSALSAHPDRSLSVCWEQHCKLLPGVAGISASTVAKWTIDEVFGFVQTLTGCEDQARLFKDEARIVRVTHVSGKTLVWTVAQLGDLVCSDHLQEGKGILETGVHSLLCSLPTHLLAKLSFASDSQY
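L3MBTL1 50 nM + b-AHA-H3(1-15)K9me1 75 nM, 30 min RT; compound added, 30 min RT; streptavidin donor/Ni-chelate acceptor beads 10 ug/mL each final, 30 min RT dark; AlphaScreen read.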
Tau FP inhib: qHTS for Inhibitors of Tau Fibril Formation, Fluorescence Polarization | Microtubule-associated protein tau (Homo sapiens), P10636 | K18 P301L tau heparin fibrillization, Alexa594 FP, 6 h | Potency, µM (titrated, usually from 57.7 µM), inactives show top-dose activity, negative = inhibition, usual class: inhibitors | AID 1468, 2008 | 280,000 tested, 0.39% active; further: on the % scale 0 is the no-effect control and ±100 the full control effect; nearly all actives have a fitted effect of over 55% in size
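Recombinant K18 P301L […], labeled with Alexa 594 at 0.24 uM over 15 uM unlabeled; heparin inducer 20 uM final; 37 C, 6 hr; FP endpoint.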
TRb-SRC2 inh: qHTS for Inhibitors of the Interaction of Thyroid Hormone Receptor and Steroid Receptor Coregulator 2. Thyroid hormone receptor beta (Homo sapiens), P10828. TRbeta-SRC2 peptide binding, fluorescence polarization; receptor liganded with 1 µM T3. Potency, µM (top dose mostly 106 µM), without a hit: at the highest dose activity change, negative = inhibition, most hits filed as inhibitors. 280,000 tested, 0.065% active;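 further: plate controls were bound peptide for no effect and peptide without receptor for full effect; nearly all actives have a fitted effect of over 50% in size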
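Read-out is fluorescence polarization (555 nm excitation, 632 nm emission) of a Texas Red SRC2 coactivator peptide; loss of signal reflects blocked binding to human TRb ligand-binding domain in the presence of 1 uM T3.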
RECQ1 helicase: qHTS Assay for Inhibitors of RecQ-Like Dna Helicase 1 (RECQ1). ATP-dependent DNA helicase Q1 (Homo sapiens), P46063. RECQ1 DNA unwinding, red fluorescence kinetic read. Potency, µM (doses to about 57.3 µM), for the others: at the top dose activity, negative = inhibition, usual class: inhibitors. 240,000 tested, 0.54% active. AID 2549, 2010;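 further: plate controls were vehicle for no effect and no enzyme for full effect; nearly all actives have a fitted effect of over 30% in size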
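50 nM RECQ1T1 preincubated 15 min with compound in Tris pH 8.0 buffer with MgCl2, DTT, Tween-20 and 2.5 ug/ml poly(dI-dC); started with 200 nM TAMRA/BHQ-2 forked duplex and 2 mM ATP. Unwinding read as fluorescence (525/598 nm), two reads 2 h apart.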
HTT ATP protect: qHTS Multiplex Assay to Identify Dual Action Probes in a Cell Model of Huntington: Cytoprotection (ATP). PC12 HTT-Q103 induced, cytoprotection, ATP luminescence, 40 h. Potency, µM (series often up to 56.4 µM), for the others: cytoprotection (ATP increase), most hits filed as activators. 230,000 tested, 0.14% active. AID 1471, 2008;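 further: % of control where 0% means no effect; nearly all actives have a fitted effect of over 45% in size; toxic huntingtin expression switched on by the ecdysone agonist tebufenozide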
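PC12 cells stably carrying ecdysone-inducible Htt exon 1 (Q103)–GFP were induced with 100 nM tebufenozide (final) alongside library compounds in a dose series. Cytoprotection was scored as retained ATP by ATPlite luminescence.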
Tau fluor counter: Counterscreen qHTS for Inhibitors of Tau Fibril Formation, Fluorescence Polarization; tau K18 P301L (four-repeat tau fragment) Alexa594 fluorescence, heparin fibrillization; AID 1463, 2008; 280,000 tested, 0.93% active; Potency, µM (top dose mostly 57.7 µM), inactives show at the top dose activity change, negative = decrease; further: on the % scale 0 is the no-effect control and ±100 the full control effect; nearly all actives have a fitted effect of over 55% in size
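Human K18 P301L tau (15 uM unlabeled plus 0.24 uM Alexa 594-labeled, final) in 100 mM sodium acetate pH 7 was mixed with compound and 20 uM heparin and incubated 6 hr at 37 C.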
* hit, by the source's call; i = inactive; ? = inconclusive; / = not tested or not shown; & = joins results of further samples; [ ] = another dose, or the depositor's remark. Unless noted, the call rests on the fitted dose curve; in most records, active means well fitted curve in the direction sought with a large enough effect; inconclusive means small, poorly fitted or top-dose-only effect, or another doubt; inactive means no such curve, though single readings can be large; an effect the other way counts as inactive or inconclusive. Potency means the concentration at half of the fitted maximal effect.

SMILES | TexasRed fluor | Tau fibril ThT | L3MBTL1 inh | Tau FP inhib | TRb-SRC2 inh | RECQ1 helicase | HTT ATP protect | Tau fluor counter
COc1cc(/C=N/NC(=O)c2cc(C34CC5CC(CC(C5)C3)C4)[nH]n2)ccc1O | -3% | ? | -14% | 14% | 0% | -2% | 5%[10 µM] | ?
COc1cccc(C(=O)N2C(C(=O)O)CSC2c2ccccc2Cl)c1 (centres undefined) | -2% | -7% | 6% | -8% | -5% | i | -27%[10 µM] | -6%
O=c1oc2ccc(Br)cc2cc1-c1csc(-c2ccc(Cl)cc2)n1 | 0% | -2% | / | 1% | -3% | / | / | -11%
COC(=O)[C@@H](NC(=O)NC1CCN(Cc2ccccc2)CC1)C(C)C | 5% | 4% | 6% | 6% | 3% | -4% | 10%[0.074 µM] | 3%
COc1ccccc1CNC(=O)C1CCN(c2nc3ccc(Cl)cc3[nH]2)CC1 | -2% | -12% | / | 7% | -5% | / | / | -12%
CCOC(=O)COc1c(/C=N\OC)cc(Cl)cc1OC | 1% | -1% | 61%[activator] | -4% | 7% | 0% | -13% | -14%
CCc1ccccc1NC(=O)Cn1c(=O)n(Cc2ccc3c(c2)OCO3)c(=O)c2ccc(C(=O)NC3CCCCC3)cc21 | 1% | -3% | / | -13% | 3% | / | / | -4%
CC(C)CC(NC(=O)C(COC(C)(C)C)NC(=O)C(Cc1ccc(O)cc1)NC(=O)C(CO)NC(=O)C(Cc1c[nH]c2ccccc12)NC(=O)C(Cc1cnc[nH]1)NC(=O)C1CCC(=O)N1)C(=O)NC(CCCN=C(N)N)C(=O)N1CCCC1C(=O)NNC(N)=O (centres undefined) | ? | / | / | / | -25% | -13% | 6% | /
CCOC(=O)C1=C(C)OC(N)=C(C#N)C1c1ccc(C)s1 (centres undefined) | -4% | -9% | / | -14% | -5% | -9% | -17% | -14%
COc1ccc(-c2noc(COc3ccc(C)c(C)c3)n2)cc1OC | -1% | ? | 20% | -7% | 0% | -13% | 14%[10 µM] | -20%
COc1ccc2c(=O)c(OC)c(-c3ccccc3)oc2c1 | ? | ? | / | -4% | -12% | -4% | / | ?
O=C(c1ccccc1)c1ccc2nc(Nc3cc(Cl)ccc3O)c3nncn3c2c1 | -2% | -10% | / | ? | 0% | / | / | 18µM*[quencher]
O=C(COC(=O)c1ccccc1O)Nc1ccc(S(=O)(=O)N2CCCCC2)cc1 | -1% | 4% | 0% | ? | -6% | -3% | -22% | ?
COCCCNS(=O)(=O)c1ccc2c(c1)OCCO2 | -1% | 1% | 4% | -6% | -6% | i | 0% | 0%
CC(=O)OC[C@H]1O[C@@H](n2ncc(=O)[nH]c2=O)[C@H](OC(C)=O)[C@@H]1OC(C)=O | ? | -13%&-6% | 1% | -5%&8% | -5%&-13% | -13% | -11% | -19%&0%
C/C(=N\N=C1\NC(=O)CC(C(=O)O)S1)c1cccs1 (centres undefined) | -5% | 9% | 4% | -1% | 0% | 8% | 12% | 11%
Cc1ccc(S(=O)(=O)NC(C)(C)CSc2nnc(N)s2)cc1 | -2% | 5% | -2%[11.4 µM] | 5% | 8% | -13% | -10%[0.074 µM] | 8%
CC(=O)Oc1oc(-c2ccccc2)nc1/C=N/c1ccccn1 | -3% | 9% | -4% | 3% | -3% | 14% | 8% | 11%
O=C(CSc1ncnc2nc[nH]c12)N1CCN(c2ccc(Cl)cc2)CC1 | -7% | ? | 0% | 1% | 3% | -3% | -25%[10 µM] | -18%
O=C(O)CCC(=O)Nc1nc2nc(-c3ccccc3)cc(-c3ccccc3)n2n1 | 0% | 2% | 0% | 0% | -1% | i | -19% | 4%
CC1=C(C(=O)OCCc2ccccc2)C(c2ccsc2)NC(=O)N1C (centres undefined) | -1% | 4% | -10% | 3% | 7% | 4% | / | 4%
O=c1[nH]c2cc(Br)ccc2n2cccc12 | 0% | -9% | / | 8% | 6% | / | / | 3%
CCc1noc2nc(C)n(CC(=O)O)c(=O)c12 | 0% | 2% | / | -6% | 4% | / | / | -2%
Cn1cc(C(=O)NCc2ccc(Cl)cc2)c(=O)c2cc(S(=O)(=O)N3CCCCCC3)ccc21 | 0% | 15% | / | 1% | 3% | / | / | -23%
Cc1nc(SCc2ccccc2F)c2cnn(-c3ccccc3)c2n1 | -2% | -6% | -18% | -3% | 2% | i | -53%[inhibitor] | -8%
CCN(CC)CC(=O)Nc1c(C#N)cnn1-c1ccccc1 | -2% | 7% | 5% | 5% | 2% | i | 10%[10 µM] | 11%
O=C(/C=C/c1ccc(S(=O)(=O)N2CCOCC2)cc1)NC(=S)Nc1ccc(N2CCOCC2)cc1 | -2% | 25µM* | -13% | 7% | -12% | 0% | 26%[10 µM] | ?
COc1cccc(-c2nnn(CCC(=O)O)n2)c1 | -2% | 3% | 9% | -1% | 0% | -16% | 2% | 5%
CN1CCC(NC(=S)NC2CC2)CC1 | -2% | 2% | 1%[11.4 µM] | -1% | 0% | 0% | -16% | -1%
CN(C)CCNC(=O)c1ccc(COc2ccc(Cl)cc2Cl)cc1 | -1% | -4% | -7% | 3% | 11% | -1% | -52%[inhibitor] | -14%
CCC(C)NC(=O)COC(=O)c1csc2c1CCCC2 (centres undefined) | 0.0004µM*[quencher] | 2% | 42%[activator] | 6% | ? | -11% | -13%[1.9 µM] | -3%
CCc1cccc(C)c1NC(=O)c1cccc(C(=O)Nc2c(C)cccc2CC)c1 | -30% | -9% | / | -9% | -10% | / | / | -3%
CCCCC1CCC(c2nc(-c3ccccn3)no2)CC1 (centres undefined) | -1% | ? | 1% | 8% | -22% | -23% | -39%[inhibitor] | -7%
CCCCN1C(=O)C(=O)NC[C@@H]1C(C)CC (some centres undefined) | -4% | 4% | / | -4% | 1% | i | 0%[10 µM] | 11%
COCCNS(=O)(=O)c1ccc2c(c1)n(C)c(=O)n2C | -7% | 4% | / | 4% | -1% | -4% | 4% | -4%
COCc1cc(C)nc2sc3c(=O)oc(C)nc3c12 | -2% | -7% | 3% | 5% | 3% | 2% | -1%[10 µM] | 0%
COc1ccc(NC(=O)C2CC(=O)n3cnnc3S2)cc1 (centres undefined) | -4% | -12% | / | 9% | -7% | -8% | -6% | -4%
CCOc1ccc(NC(=O)CN(C)c2ccc(S(=O)(=O)N3CCOCC3)cn2)cc1OCC | -1% | 3% | / | 8% | -22% | 9% | -7% | -10%
CC(C)(C)c1cc(-c2csc(Nc3ccccc3)[n+]2Cc2ccc(C(=O)O)cc2)cc(C(C)(C)C)c1O | -1% | ? | -18% | -5% | 10% | -17% | -5%[10 µM] | ?
COc1ccc(OC)c2c(C)c(C)[nH]c12 | 2% | ? | / | -4% | 3% | 6% | -1%[10 µM] | ?
O=C(c1ccco1)N1CCN=C1SCc1ccc(F)cc1 | 2% | ? | 1% | -3% | 2% | i | 18% | -6%
CN(CC(=O)Nc1ccc(Cl)cc1)c1ccc(S(=O)(=O)N2CCCCC2)cc1[N+](=O)[O-] | -1% | -13% | -10% | -10% | 0% | -3% | 3%[10 µM] | ?
CC(=O)Oc1ccc2oc3c(c2c1)C(=O)CCC3 | -1% | -9% | 3% | -5% | 2% | 0% | -11% | -1%
CCOC(=O)CNC(=O)Cc1ccc(OC)cc1 | 0% | -11% | 0% | -8% | 0% | -4% | 12%[10 µM] | -11%

High-throughput results from PubChem BioAssay.

A portion of the library, so the mix of outcomes need not match the whole.
